SR-BI DiI inh = mouse SR-BI HDL lipid transfer inhibition. ldlA[mSR-BI] CHO cells, DiI-HDL uptake fluorescence, 3 h. inhibition, % at 12.5 µM. actives 0.96% (n = 320,000);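 active means mean replicate inhibition of at least 70% and a set share of replicates each scoring 70 or more; inconclusive means meets just one of the two criteria; inactive means fails both criteria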;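 further: 0% = median of neutral control wells and 100% = median of positive control wells; values of inactives mirror those of a sister screen read the other way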
Target sequence (Q61009 whole entry, looked up): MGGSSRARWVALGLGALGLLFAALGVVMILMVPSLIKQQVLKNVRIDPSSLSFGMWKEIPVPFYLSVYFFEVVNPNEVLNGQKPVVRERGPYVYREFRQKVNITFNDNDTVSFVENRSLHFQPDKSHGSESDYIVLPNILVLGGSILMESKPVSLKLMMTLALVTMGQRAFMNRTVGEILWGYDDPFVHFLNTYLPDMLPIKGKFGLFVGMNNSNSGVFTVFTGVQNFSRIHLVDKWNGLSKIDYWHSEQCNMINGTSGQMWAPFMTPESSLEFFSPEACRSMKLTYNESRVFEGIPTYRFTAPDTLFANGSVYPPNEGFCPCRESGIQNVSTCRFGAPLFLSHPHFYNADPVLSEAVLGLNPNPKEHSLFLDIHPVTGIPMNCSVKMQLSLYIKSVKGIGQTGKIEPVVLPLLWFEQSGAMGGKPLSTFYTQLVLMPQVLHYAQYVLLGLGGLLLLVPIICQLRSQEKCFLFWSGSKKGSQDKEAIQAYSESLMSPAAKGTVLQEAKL
CAL PDZ FP-1 = blocks peptide binding to human CAL PDZ domain. actives 0.02% (n = 330,000). purified CAL PDZ, TMR-peptide fluorescence polarization, 1 h. Q9HD26. inhibition, % at 20 µM. AID 504414;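 active means highest replicate inhibition of at least 40%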;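 further: plate controls were DMSO neutral control wells for no effect and unlabeled competitor peptide control wells for full effect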
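System: tagged CAL PDZ domain. Schedule: 1 h room-temperature incubation prior to read. Signal: fluorescence polarization (mP). Measure: percent inhibition from loss of millipolarization.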
CAL PDZ FP-2 = CAL PDZ (human) peptide binding inhibition; inhibition, % at 24.9 µM; actives 0.92% (n = 300,000); Q9HD26; AID 602252; purified CAL PDZ, TMR-peptide fluorescence polarization, 1 h;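 active means mean inhibition of at least 30% with at least half of replicates also reaching 30%; inconclusive means no clear call, values can overlap the other calls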;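 further: 0% = DMSO neutral control and 100% = excess unlabeled competitor peptide PRC23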
PvdQ inh = P. aeruginosa PvdQ acylase inhibition; purified PvdQ acylase, fluorescence plate reader; inhibition, % at 10 µM; actives 0.063% (n = 340,000); in the data active means inhibition above about 30%, passing the limit was not always enough; inconclusive means no clear call, values can overlap the other calls;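 further: 0% = vehicle neutral wells and 100% = reference inhibitor wells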
MITF act = MITF TRPM1 promoter activation in melanoma cells; SK-MEL-5 TRPM1-promoter luciferase, 24 h; % of positive control, neutral wells = 0; activation, % at 12.5 µM; actives 0.75% (n = 300,000);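 active means mean activation of at least 80% with every replicate also reaching 80%; inconclusive means mean reaches 80% but some replicate falls short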;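 further: 0% = neutral control wells and 100% = parthenolide positive control wells; values of inactives mirror those of a sister screen read the other way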
PfHsp90 set2 = growth inhibition of yeast expressing Plasmodium Hsp90 | S. cerevisiae expressing PfHsp90, BacTiter-Glo ATP, 48 h; yeast lacking PDR1 and PDR3 efflux regulators | inhibition, % at 9.4 µM | actives 0.32% (n = 310,000) | AID 504621;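 active means every replicate shows inhibition above about 80%, whatever the replicate mean, limit read from the data; inconclusive means mean inhibition reaches the set limit but some replicate falls short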;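 further: 0% = DMSO neutral controls and 100% = 20 µM radicicol positive controls; yeast relying on Plasmodium falciparum Hsp90 in place of its own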
SR-BI uptake up = activators of SR-BI mediated HDL lipid uptake; activation, % at 12.5 µM; AID 504775; CHO ldlA[mSR-BI] cells, DiI-HDL uptake fluorescence, 3 h; 100 = double the neutral-control signal; actives 0.096% (n = 320,000);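 active means mean replicate activation of at least 60% and every replicate at or above 60%; inconclusive means mean or all-replicate condition met, but not both; inactive means mean below 60% and not all replicates reaching 60%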;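 further: 0% = median plate neutral-control signal and 100% = twice that signal; values of inactives mirror those of a sister screen read the other way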
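Material: SR-BI-overexpressing, LDLR-lacking CHO cells; schedule: compound exposure 3 h, 37 °C; reagent: DiI-labelled HDL at 10 µg/mL final; technique: bottom-read fluorescence, 550/595 nm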
Rtt109 Vps75 = inhibitors of Candida albicans Rtt109/Vps75 histone acetyltransferase. Q5AAJ8. purified Rtt109/Vps75, ThioGlo CoA-SH fluorescence, 4 h. inhibition, % at 34.9 µM. actives 0.16% (n = 330,000). AID 540336;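 active means inhibition of at least 50% in every replicate; inconclusive means best replicate reaches 50% inhibition but some replicates fall short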
Target sequence (Q5AAJ8 whole entry, looked up): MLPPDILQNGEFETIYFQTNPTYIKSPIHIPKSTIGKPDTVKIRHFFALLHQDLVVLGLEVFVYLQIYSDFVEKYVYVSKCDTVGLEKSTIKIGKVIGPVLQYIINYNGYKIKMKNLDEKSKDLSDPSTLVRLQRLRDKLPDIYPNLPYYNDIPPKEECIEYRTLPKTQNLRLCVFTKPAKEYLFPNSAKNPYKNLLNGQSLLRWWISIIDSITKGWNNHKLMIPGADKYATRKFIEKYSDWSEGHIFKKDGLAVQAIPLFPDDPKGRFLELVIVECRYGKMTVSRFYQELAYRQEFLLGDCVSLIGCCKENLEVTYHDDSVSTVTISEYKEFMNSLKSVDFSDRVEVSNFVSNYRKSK
dFosB activator = enhances mouse delta FosB homodimer DNA binding; activation, % at 25 µM; P13346; purified delta FosB, TAMRA-CDK5 oligo fluorescence polarization; percent of positive-control signal above neutral wells; actives 0.99% (n = 340,000);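 active means mean activation above about 17%, with every replicate also reaching it, limit read from the data, passing the limit was not always enough; inconclusive means only one of the two conditions met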;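 further: fluorescence polarization rise as delta FosB binds a TAMRA Cdk5 AP-1 oligo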
NSD2 HMT inh = blocks human histone methyltransferase NSD2. O96028. NSD2 peptide methylation, AlphaScreen, 120 min. inhibition, % at 12.5 µM. actives 0.54% (n = 310,000); in the data active means inhibition above about 50%
Numbers without * were called inactive; ? = inconclusive; / = no result given.

SMILES | SR-BI DiI inh | CAL PDZ FP-1 | CAL PDZ FP-2 | PvdQ inh | MITF act | PfHsp90 set2 | SR-BI uptake up | Rtt109 Vps75 | dFosB activator | NSD2 HMT inh
COc1ccccc1C(=O)N=C1SC2CS(=O)(=O)CC2N1c1ccccc1 (configuration not stated) | -27 | -1.8 | 0 | -2 | -2 | 10 | 27 | -14 | -3 | /
CC(C)CN1CCC(=O)N([C@H](CSc2ccccc2)Cc2ccccc2)CC1 | -20 | -0.1 | -6 | 6 | 4 | 9 | 20 | 6 | 3 | /
Cc1nnc(SCc2cc(=O)oc3ccc4ccccc4c23)n1Cc1ccccc1 | -44 | -1.9 | -4 | -15 | -5 | 3 | 44 | 1 | -16 | 1
CCOC(=O)c1cnc(SCC(=O)Nc2ccc(NC(=O)CC)c(OC)c2)nc1N | 17 | -1.4 | -3 | 3 | / | / | -17 | 7 | -10 | 1
CCOc1ccc(Nc2oc(-c3ccc(Cl)cc3)nc2C#N)cc1 | 31 | 0.4 | -1 | -5 | / | / | -31 | 1 | -1 | -1
O=C(NCc1cn2ccsc2n1)c1cccs1 | -34 | -0.4 | / | -8 | / | -6 | 34 | 0 | 7 | /
COc1ccc(C2CC(c3ccc(Br)cc3)=NN2C(=S)Nc2ccccc2)cc1 (configuration not stated) | 35 | -0.1 | -2 | -7 | 36 | -22 | -35 | -2 | -6 | -2
COC(=O)c1ccc(N2CCCCC2)c(N)c1 | / | 0.1 | 2 | -10 | 88* | / | / | -14 | -1 | 5
O=C(CSc1nc2sc3c(c2c(=O)n1-c1ccccc1)CCCC3)NCc1ccco1 | 5 | 0.8 | / | -4 | -33 | 1 | -5 | -1 | 52* | /
COC(=O)c1ccccc1C(=O)c1ccc2c(c1)NC(=O)CO2 | -9 | 14 | -7 | -13 | -2 | -3 | 9 | -2 | 2 | -1
COC(=O)C1=C(C)N(Cc2ccccc2)C(=NCc2ccc3c(c2)OCO3)N[C@H]1c1ccccc1 | -11 | -3.2 | 0 | -13 | 2 | 1 | 11 | 9 | -9 | /
C=CCN1C(=O)[C@]2(c3ccccc31)C1CCCC=C1C(C#N)=C(N)C2(C#N)C#N (some centres not stated) | 10 | -0.5 | / | -14 | -6 | / | -10 | -4 | 8 | 1
CCOC(=O)C1=CC[C@H]2c3c(c4ccccc4n3C)C(=O)C1N2C | -1 | -0.9 | -3 | -11 | 8 | 25 | 1 | -1 | -1 | /
COc1ccc(CCNC(=O)Cn2nnc(C(=O)Nc3ccc(Br)cc3)c2N)cc1OC | 52 | -2.9 | -3 | -1 | 33 | 1 | -52 | 1 | 15 | 7
O=C(N[C@@H](Cc1ccc(O)cc1)C(=O)O)c1ccncc1 | -26 | -2.1 | 0 | -13 | 9 | -10 | 26 | 3 | 3 | /
COc1ccccc1C(=O)NS(=O)(=O)c1ccc(C)cc1 | -3 | 0.0 | 1 | -5 | -9 | 13 | 3 | -7 | -6 | -1
CCn1c(CNC(=O)C23CC4CC(CC(C4)C2)C3)nnc1SC | -7 | -0.2 | 0 | -13 | 4 | -18 | 7 | 2 | 4 | -1
CCN(C(=O)COC(=O)/C(=C/c1ccccc1)n1nnnc1C)C1CCCCC1 | -8 | -2.1 | 1 | -1 | -10 | 4 | 8 | -4 | -5 | 5
CC1CCN(c2ccc(NC(=O)c3cccnc3)cc2)CC1 | -10 | / | 8 | 9 | / | / | 10 | 1 | 2 | 3
O=C(NNC(=O)C1CCN(S(=O)(=O)c2ccc(Cl)cc2)CC1)c1ccccc1 | 14 | -2.1 | -1 | -19 | -1 | -22 | -14 | 3 | -9 | 21

An excerpt of these results, field by field.
COC(=O)c1ccc(N2CCCCC2)c(N)c1
  SR-BI DiI inh: /; CAL PDZ FP-1: 0.1; CAL PDZ FP-2: 2; PvdQ inh: -10; MITF act: 88*; PfHsp90 set2: /; SR-BI uptake up: /; Rtt109 Vps75: -14; dFosB activator: -1; NSD2 HMT inh: 5
CCOc1ccc(Nc2oc(-c3ccc(Cl)cc3)nc2C#N)cc1
  SR-BI DiI inh: 31; CAL PDZ FP-1: 0.4; CAL PDZ FP-2: -1; PvdQ inh: -5; MITF act: /; PfHsp90 set2: /; SR-BI uptake up: -31; Rtt109 Vps75: 1; dFosB activator: -1; NSD2 HMT inh: -1

The listing continues.
SMILES | SR-BI DiI inh | CAL PDZ FP-1 | CAL PDZ FP-2 | PvdQ inh | MITF act | PfHsp90 set2 | SR-BI uptake up | Rtt109 Vps75 | dFosB activator | NSD2 HMT inh
Cc1cc2c(C)nc3ccccc3c2o1 | -17 | 0.2 | / | -8 | 8 | 3 | 17 | -1 | 1 | 13
CC(C)(C)CN1CCC(n2nccc2NC(=O)c2ccccc2Cl)CC1 | 39 | -0.8 | -1 | -19 | -4 | -61 | -39 | 2 | -2 | -3
CC1CC(C)CN(C(=O)c2ccc3c(c2NCCO)C(=O)c2ccccc2C3=O)C1 (configuration not stated) | 25 | 2.0 | -3 | -5 | -12 | -10 | -25 | 15 | -12 | 81*
O=C(NCc1ccc(F)cc1)C1CC(=O)N(C2CCCC2)C1 (configuration not stated) | 7 | -0.3 | -3 | -19 | 2 | 7 | -7 | 4 | 2 | -2
COc1ccc(-c2sc3cc4c(cc3c2C#Cc2cncn2C)OCO4)cc1 | 35 | 1.2 | -5 | 5 | 20 | -30 | -35 | -6 | 4 | /
Cc1cc(C)c(OCCCNC2CCCC2)c(Br)c1 | -2 | -1.0 | -3 | -4 | / | -25 | 2 | -5 | -7 | 15
Cc1ccc(S(=O)(=O)N2CCC(C(=O)NCC3CC3)CC2)cc1 | -10 | -2.5 | 0 | -11 | -8 | 9 | 10 | -9 | -5 | -1
CC1CCCN(C(=O)C2CCN(C(=O)Nc3ccccc3)CC2)C1 (configuration not stated) | 1 | -0.1 | 15 | -8 | -5 | -14 | -1 | 4 | -2 | -2
CN(C(=O)c1cccc(NC(=O)Cc2cccc(NC(=O)C3CCCN(C(=O)C4CCCCC4)C3)c2)c1)C1CCC1 (configuration not stated) | 38 | -2.2 | 0 | -17 | -6 | -12 | -38 | -6 | 2 | /
Cc1nnc(SCC(=O)Nc2sc3c(c2C(N)=O)CCC(C)C3)[nH]c1=O (configuration not stated) | 3 | -0.9 | 3 | -5 | -5 | 3 | -3 | 1 | -3 | 4
CC(C)c1ccc(C2NC(=S)NC3=C2C(=O)CCC3)cc1 (configuration not stated) | 38 | -0.6 | -2 | 1 | 1 | / | -38 | -6 | 7 | -1
COc1ccccc1NC(=O)Nc1nc(CC(=O)Nc2ccc(F)cc2)cs1 | 44 | -0.8 | -1 | -9 | 2 | 2 | -44 | -1 | 27* | -1
O=C(Nc1nc(-c2ccc(Cl)cc2)cs1)c1cccnc1 | 38 | 1.2 | -4 | -19 | 22 | -2 | -38 | 0 | ? | 2
COCCN(Cc1cc2cc3c(cc2n2nnnc12)OCO3)C(=O)c1ccccc1F | -4 | -0.3 | / | -2 | 11 | / | 4 | -11 | -11 | 5
CCCn1c2ccccc2c2cn[nH]c(=O)c21 | -26 | -1.4 | -6 | 3 | 0 | 0 | 26 | 0 | -3 | 8
CCC(Sc1ncccn1)C(=O)Nc1cc(C)on1 (configuration not stated) | -5 | -1.0 | -2 | -13 | 12 | -8 | 5 | -5 | -2 | -8
CC(NC(=O)COC(=O)CCC(=O)c1ccc(F)cc1)c1ccccc1 (configuration not stated) | -29 | -0.2 | -1 | 11 | -4 | 4 | 29 | ? | -4 | 1
O=C(CC(NCCN1CCOCC1)C(=O)O)Nc1cccc(Cl)c1 (configuration not stated) | -34 | -0.2 | -3 | 8 | 5 | 0 | 34 | / | -1 | /
O=C(CSc1ccccc1)Nc1ccccc1C(=O)N1CCCC1 | -6 | -2.6 | -3 | -1 | 15 | 3 | 6 | 11 | -4 | -3
Cc1ccc(S(=O)(=O)NNC(=O)c2ccncc2)cc1 | -19 | -0.8 | -4 | -16 | -1 | -6 | 19 | 4 | -4 | -4
Cc1ccc(C(=O)OCC(=O)c2c[nH]c3ccccc23)cc1 | 7 | -3.1 | 1 | -9 | 44 | 10 | -7 | / | -7 | -4
O=C(Cn1nc2ccccc2n1)N/N=C/c1cc(Cl)cc([N+](=O)[O-])c1O | -8 | 0.1 | 0 | -7 | 1 | -8 | 8 | -17 | -1 | /
c1ccc2c3c([nH]c2c1)C1(CCCCC1)NCC3 | 31 | -0.4 | 3 | -20 | / | 8 | -31 | 0 | 0 | /
Nn1cnnc1N/N=C/c1cc([N+](=O)[O-])c(Cl)cc1Cl | -15 | 0.3 | -1 | -4 | -1 | -1 | 15 | -7 | ? | -3
Nc1ccc(Cc2ccccn2)cc1 | -29 | -1.1 | 4 | 5 | 5 | -17 | 29 | 1 | -2 | 43
COc1cccc(CNCC(O)COc2ccc(C(=O)c3ccccc3)cc2)c1 (configuration not stated) | / | -2.3 | 0 | -10 | -11 | -16 | / | 2 | -5 | 2
COC(=O)c1ccccc1S(=O)(=O)N1CCC(C(=O)OCc2ccc([N+](=O)[O-])cc2)CC1 | -21 | 0.0 | / | -17 | 1 | 0 | 21 | 7 | -7 | 1
COC(=O)CCn1nnc(-c2ccc(C)cc2)n1 | 5 | -3.0 | -4 | -7 | / | / | -5 | -3 | -1 | -1
CCCCC(=O)Nc1ncc([N+](=O)[O-])s1 | -4 | 0.8 | 6 | -6 | 27 | -50 | 4 | -2 | 4 | 48
CN(C(=O)c1coc(=O)c2ccccc12)c1ccc(Br)cc1 | -11 | 0.9 | -4 | -10 | 0 | 13 | 11 | -10 | -9 | 0
N#CC(C#N)=C1SC(=Nc2ccccc2)C(=Nc2ccccc2)N1c1ccccc1 | 7 | 0.6 | -10 | -9 | 3 | -17 | -7 | -2 | -7 | 1
Cc1cccc(Oc2nc(CN3CCOCC3)nc3sc4c(c23)CCCC4)c1 | -22 | -2.1 | -5 | 4 | -6 | 15 | 22 | 8 | -11 | 6
C1=C(c2ccco2)N2CCN=C2S1 | -36 | -1.0 | 7 | -22 | -5 | 3 | 36 | 6 | -4 | -3
CC1CN(C(=O)COC(=O)c2cccc(NS(=O)(=O)c3ccccc3)c2)CC(C)O1 (configuration not stated) | 3 | -2.7 | 0 | 6 | 2 | / | -3 | 12 | -7 | -3
C=C(C)Cn1c(N2CCC(Cc3ccccc3)CC2)nc2c1c(=O)[nH]c(=O)n2C | -7 | -1.7 | -1 | -1 | 1 | -40 | 7 | 13 | -16 | 1
CC(=O)Nc1cc(S(=O)(=O)C(F)(F)F)ccc1Cl | 12 | -2.4 | -3 | -10 | 3 | -14 | -12 | 1 | 0 | 2
COc1ccc(OCC(=O)O/N=C(\N)Cc2ccc(Cl)cc2Cl)cc1 | -8 | -0.5 | / | -1 | -5 | -3 | 8 | 1 | 1 | 1
Cc1ccn2cc(C(=O)Nc3ccccc3N3CCOCC3)nc2c1 | 9 | -4.1 | -5 | -6 | 17 | / | -9 | -5 | -2 | -1
CSc1nnc(-c2nnc(SC)n2-c2ccccc2)n1-c1ccccc1 | -10 | -2.0 | / | -1 | -1 | -11 | 10 | 27 | -3 | -1
